zVAD death inh = inhibitors of zVAD-triggered necroptosis, primary screen, L929 cells; L929 zVAD necroptosis rescue, ATP luminescence, 24 h; with zVAD 60 µM; viability rescue, % at 10 µM; 0.38% of 220,000 active; AID 1377, 2008;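 active = activation, scaled between plate controls, above about 75%, limit read from the data; inactive = activation under that limit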;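 note: 0% = zVAD with DMSO and 100% = DMSO alone without zVAD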
Wee1 stabilizer = Wee1 degradation inhibitors, primary screen, cell-based, HeLa, Wee1K328M-luciferase, luminescence; Wee1-like protein kinase (Homo sapiens), P30291; HeLa Luc-Wee1K328M stability; 100% = proteasome inhibitor MG132 effect; reporter increase, % at 5 µM; 1.2% of 220,000 active; AID 1321, 2008;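 active = activation above the mean of all tested compounds plus 3 SD, set per screening run, cut at about 8.8% in these data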;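 note: cells exposed to compound for 20 h before luminescence read; 0% = DMSO alone and 100% = MG132 at 30 µM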
Target sequence (P30291 whole entry K328M): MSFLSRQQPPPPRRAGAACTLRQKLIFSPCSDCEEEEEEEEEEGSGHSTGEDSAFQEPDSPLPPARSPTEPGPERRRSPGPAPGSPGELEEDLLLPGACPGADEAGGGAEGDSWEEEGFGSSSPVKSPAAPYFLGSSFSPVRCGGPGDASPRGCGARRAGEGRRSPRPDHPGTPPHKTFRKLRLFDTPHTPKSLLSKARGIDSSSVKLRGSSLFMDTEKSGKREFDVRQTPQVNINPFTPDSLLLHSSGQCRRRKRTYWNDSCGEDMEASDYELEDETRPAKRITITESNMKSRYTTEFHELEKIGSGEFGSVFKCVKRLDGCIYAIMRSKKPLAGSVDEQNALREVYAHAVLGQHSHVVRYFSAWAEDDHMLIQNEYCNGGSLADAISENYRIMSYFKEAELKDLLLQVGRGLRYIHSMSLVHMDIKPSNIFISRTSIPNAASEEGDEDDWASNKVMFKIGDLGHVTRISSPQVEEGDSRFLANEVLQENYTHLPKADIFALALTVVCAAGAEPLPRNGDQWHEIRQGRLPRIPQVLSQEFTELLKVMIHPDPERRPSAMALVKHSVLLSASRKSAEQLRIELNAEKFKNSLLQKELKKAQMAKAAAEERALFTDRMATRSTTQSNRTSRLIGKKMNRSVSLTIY
TbHK1 inh = Trypanosoma brucei hexokinase 1 inhibitors, primary screen, biochemical, G6PDH-coupled NADH absorbance, MLSCN library; 0.11% of 220,000 active; inhibition, % at 10 µM; recombinant TbHK1, G6PDH-coupled NADH A340;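 active = inhibition of 50% or more in the single-dose primary screen; inactive = inhibition below 50%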
CHOP inhibitor = inhibitors of CHOP promoter induction, primary screen, cell-based, unfolded protein response, luciferase reporter; CHO-K1 CHOP-promoter luciferase, tunicamycin-induced, 15-18 h; inhibition, % at 10 µM; 3.8% of 220,000 active;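 active = compounds that reduced the stress-induced luciferase reporter signal by more than about 70% of percent inhibition, limit read from the data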;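 note: 0% = tunicamycin plus vehicle and 100% = wells without tunicamycin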
PPC-1+TRAIL kill = compounds killing PPC-1 cancer cells with TRAIL present, primary screen, TRAIL potentiator project, ATPLite luminescence, uHTS | PPC-1 cells + TRAIL, ATPLite viability luminescence | cell killing (% activity), % at 4 µM | 0.41% of 220,000 active | AID 1443, 2008;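 active = cell killing above 50% in the first pass at 4 µM, then a duplicate retest at 5 µM averaging 50% or more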;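 note: plate controls were cells with TRAIL plus DMSO for no effect and medium-only wells lacking cells for full effect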
TNF death inh = inhibitors of TNF-alpha triggered necroptosis, primary screen, cell-based, Jurkat FADD-/-, single concentration. Jurkat FADD-/- TNF necroptosis rescue, ATP luminescence, 24 h; 0 = TNF only, 100 = no-TNF cells. activation (protection from cell death), % at 10 µM. 0.068% of 220,000 active. AID 463075, 2010;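 active = activation, meaning protection from cell death, of at least 50% relative to plate controls; inactive = activation below 50%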;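 note: necroptosis triggered by 40 ng/mL TNF-alpha added together with compound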
EP2 antag = human EP2 receptor antagonists, primary screen, TR-FRET cAMP, C6 glioma cells; Prostaglandin E2 receptor EP2 subtype (Homo sapiens), P43116; C6 glioma cells expressing human EP2; cells stimulated with saturating PGE2; inhibition, % at 25 µM; 0.52% of 260,000 active; AID 1422, 2008;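 active = percent inhibition above 40 after rounding to a whole number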;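 note: rat C6 glioma host cells with rolipram phosphodiesterase inhibitor present; the protocol text gives 20 µM as final concentration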
Target sequence (P43116 whole entry, looked up): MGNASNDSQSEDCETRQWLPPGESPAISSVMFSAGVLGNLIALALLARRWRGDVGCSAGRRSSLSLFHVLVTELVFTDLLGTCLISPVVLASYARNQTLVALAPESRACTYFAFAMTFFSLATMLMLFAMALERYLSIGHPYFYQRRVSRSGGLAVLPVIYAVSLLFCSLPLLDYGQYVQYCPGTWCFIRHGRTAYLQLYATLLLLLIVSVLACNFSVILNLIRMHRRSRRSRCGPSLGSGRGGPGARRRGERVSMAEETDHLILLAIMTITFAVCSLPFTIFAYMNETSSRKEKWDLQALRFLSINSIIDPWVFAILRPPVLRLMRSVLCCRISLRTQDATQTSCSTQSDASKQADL
FXIIa inh 1536 = human FXIIa protease inhibitors, primary screen, biochemical, 1536-well | purified FXIIa, Boc-QGR-AMC fluorogenic substrate, 2 h | inhibition, % at 5 µM | 0.3% of 220,000 active | AID 800, 2007; in the data active = inhibition above about 40%;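 note: 0% = enzyme with no compound and 100% = blank without enzyme; many of its hits are not listed in these tables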
FXIa inh = human FXIa protease inhibitors, primary screen, biochemical, 1536-well; 0.14% of 220,000 active; inhibition, % at 5 µM; AID 798, 2007; purified FXIa, Boc-Glu-Ala-Arg-AMC fluorogenic substrate; Coagulation factor XI (Homo sapiens), P03951;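 active = inhibition of at least 40%; inactive = inhibition below 40%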;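 note: fluorescence of freed AMC excited at 355 nm; 0% = enzyme without compound and 100% = no enzyme blank; many of its hits are not listed in these tables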
* hit, by the source's call; x = no result given; & = joins results of further samples. An excerpt; rates above refer to the full screens.

SMILES | zVAD death inh | Wee1 stabilizer | TbHK1 inh | CHOP inhibitor | PPC-1+TRAIL kill | TNF death inh | EP2 antag | FXIIa inh 1536 | FXIa inh
CC(=O)Nc1nnc(CCS(=O)(=O)c2ccc(C)c(C)c2)s1 | 0.8 | 0 | 2 | 8 | 10 | -0.2 | 11&0 | 2 | -6
NC(=O)C(Cc1ccccc1)NS(=O)(=O)c1ccc(N2CCCC2=O)cc1 (stereo unspecified) | -0.6 | 1 | -2 | 66 | 42 | -1.4 | 6 | -7 | 6
N#CCSc1nnc(N)s1 | 2.5 | -1 | 2 | 18 | 7 | 0.6 | 12 | 15 | 1
O=C(CS(=O)(=O)Cc1ccccc1)Nc1ccccn1 | 0.0 | 0 | -1 | 3 | 20 | 1.1 | 15 | 6 | -4
O=C(NCc1ccc2c(c1)OCO2)Nc1ccc2ccccc2c1 | 0.7 | -3 | -8 | 27 | -6 | 3.9 | 14 | 4 | 3
CCCCCC(=O)N/N=C(\C)c1ccc(Cl)cc1 | 1.1 | 3 | 3 | 36 | 23 | 0.4 | 8 | 0 | -9
Cc1ccc(-c2noc(CNCCCN(C)C)n2)cc1 | 0.1 | -3 | -5 | 10 | -15 | 0.8 | 10 | 16 | 5
O=C(c1nc2ccc(Cl)cn2c1CNCCn1ccnc1)N1CCCCCCC1 | 1.0 | -1 | -2 | 3 | -3 | -0.7 | 0 | 4 | -3
CCc1ccccc1N(C(=O)Cn1nnc2ccccc21)C(C(=O)NCCOC)c1ccco1 (stereo unspecified) | -0.2 | -2 | 0 | -21 | 18 | -0.6 | 18 | 5 | -6
Cc1cc(C)cc(N(CCC(=O)Nc2nnc(C3CC3)s2)S(=O)(=O)c2ccc(Cl)cc2)c1 | 1.1 | -1 | 38 | 56 | -20 | -1.9 | 4 | 13 | 6
COc1ccc(CSc2nc(C)[nH]c2[N+](=O)[O-])cc1[N+](=O)[O-] | 0.0 | -4 | -13 | 5 | 12 | 1.0 | 7 | 4 | -3
CCCCN(CCCC)C(=O)CN(C)S(=O)(=O)c1ccc2c(c1)n(C)c(=O)c(=O)n2C | -0.8 | -1 | -12 | 11 | 2 | -2.9 | 5 | -1 | -4
Cc1cccc(Oc2nc3c(c(=O)n(C)c(=O)n3C)n2C)c1 | 0.7 | -1 | 0 | 13 | -8 | -0.6 | 8 | 8 | -3
C/C(=C\C#N)n1nc(C)cc1N | -0.1 | -3 | 6 | 4 | -13 | -2.1 | 6 | 1 | -3
O=C(CSc1nc2ccccc2[nH]1)NCc1ccc(F)cc1 | 2.5 | 0 | -6 | 10 | 7 | 2.0 | 9 | x | -6
O=C(O)COc1ccccc1/C=C1\SC(=S)N(/N=C/c2ccccc2O)C1=O | -0.1 | -2 | 6 | 6 | 15 | 1.1 | 11 | 0 | -1
CSc1nsc(SCC(=O)N2CCCCC2)n1 | 2.9 | -1 | 1 | -20 | -26 | 6.2 | 9 | 5 | -3
O=C(/C=C/c1ccccc1)NCCN1CCOCC1 | 0.9 | 2 | 33 | 2 | 30 | 1.8 | 2 | 2 | 4
CCn1c(SCc2ccc(C(=O)OC)o2)nnc1-c1c[nH]c2ccccc12 | 4.2 | -1 | -2 | 4 | 16 | 4.9 | 11 | 14 | 7
CCOC(=O)N1CCN(CC(=O)Nc2c(C(=O)OC)[nH]c3cc(C)ccc23)CC1 | 1.0 | -2 | -11 | -17 | 2 | -0.4 | 2 | 15 | -4
O=c1[nH]c2cc(Cl)c([N+](=O)[O-])nc2[nH]1 | 1.7 | 4 | -13 | -23 | -7 | 1.5 | 4 | -3 | -5
Cc1cccc(NC(=S)Nc2c(C)n(C)n(-c3ccccc3)c2=O)c1C | -0.2 | 4 | -3 | 6 | 8 | -0.1 | 7 | 14 | 13
O=C(O)c1cc(-c2ccc(/C=C3\NC(=O)N(c4ccc(Cl)cc4)C3=O)o2)ccc1Cl | 0.9 | -3 | -6 | -4 | 16 | -0.3 | 3 | 4 | 0
Cc1cccc(-c2cnn(-c3cccc([N+](=O)[O-])c3)c2N)c1 | 2.8 | 1 | 3 | -3 | -9 | 0.5 | 3 | 10 | 0
CCOC(=O)c1ccccc1NC(=O)CCNC(=O)Cn1cnc2ccccc2c1=O | 1.2 | 1 | -5 | 18 | 8 | 0.0 | 13 | 14 | 1
Further compounds:
SMILES | zVAD death inh | Wee1 stabilizer | TbHK1 inh | CHOP inhibitor | PPC-1+TRAIL kill | TNF death inh | EP2 antag | FXIIa inh 1536 | FXIa inh
O=C(NCc1ccccc1)C1CCN(C(=O)NCc2ccccc2)CC1 | 0.6 | 1 | 3 | -1 | 14 | 4.1 | -1 | 19 | -3
NS(=O)(=O)c1ccc(NC(=O)COC(=O)c2ccco2)cc1 | 0.3 | -1 | -4 | -7 | 9 | -0.5 | 9 | 6 | -1
CN(C)S(=O)(=O)Oc1ccsc1C(=O)Nc1ccc(Br)cc1 | 0.0 | 0 | -1 | 23 | 7 | 1.0 | 5 | 6 | -3
O=C1c2ccncc2C(=O)N1CO | 0.8 | 4 | -1 | -2 | 12 | -0.2 | 14 | 15 | 6
Cc1cc2nc(N)sc2cc1[N+](=O)[O-] | 2.8 | 0 | -19 | 8 | 33 | -4.9 | 6 | 21 | -1
CS(=O)(=O)N1CCN(C(=O)COc2ccccc2)CC1 | -1.8 | 1 | -2 | 1 | -5 | 0.5 | 12 | 17 | -3
COc1cccc(CN2CCN(C(=S)NCc3ccc(Cl)cc3)CC2)c1 | 7.3 | 0 | -13 | 66 | 16 | 1.7 | 5 | 7 | -1
CSc1nccc(-c2sc(SC)c(C#N)c2-c2ccccc2)n1 | -0.3 | -2 | -1 | 11 | 17 | 2.2 | 13 | 3 | 3
Cc1ccc2c(c1)NC(c1cccs1)C1=C(CC(C)(C)CC1=O)N2 (stereo unspecified) | 0.5 | 3 | -30 | 21 | 7 | 0.0 | 6 | 6 | 2
c1coc(Cn2c(SCc3nc4ccccc4[nH]3)nnc2-c2cccs2)c1 | -0.2 | 1 | -5 | 45 | 19 | 0.0 | 6 | 18 | -1
COC(=O)c1ccc(CSc2nnc3ccccn23)o1 | -0.6 | 0 | 9 | 22 | 20 | -5.0 | 7 | -3 | -6
Oc1c(C=NCc2ccccc2)sc2ccccc12 | 3.8 | 1 | -7 | 26 | 2 | 8.4 | 10 | 8 | -5
O=S1(=O)CC2SC(=S)N(Cc3ccccc3)C2C1 (stereo unspecified) | 0.5 | -3 | -7 | -6 | -13 | 1.3 | 5 | 6 | -7
O=C(OCc1cc2ccccc2[nH]c1=O)C1CCCO1 (stereo unspecified) | 3.1 | -2 | -9 | 12 | -2 | 0.0 | 5 | 7 | 1
COC(=O)c1[nH]c2cc(OC)ccc2c1NC(=O)c1nonc1C | 1.7 | 1 | -8 | 14 | 1 | -3.6 | 5 | 5 | 2
C=CCC1(NCc2ccco2)CCN(CC)CC1 | -0.3 | -2 | 1 | -1 | 18 | 0.0 | 12 | 0 | -4
CCO[C@H]1OC(C(=O)NCc2ccccc2)=C[C@@H](C2CC2)[C@@H]1CCCO | 0.1 | -2 | 1 | 5 | 11 | 0.5 | 6 | 7 | 0
CCOC(=O)Cn1c(C)cc(=O)c2ccccc21 | -0.2 | 3 | 2 | 5 | 26 | -1.2 | 18 | 11 | 19
CC1(C)CC(=O)C(C2C3=C(CC(C)(C)CC3=O)Oc3ccccc32)=C(O)C1 (stereo unspecified) | 0.4 | -3 | -15 | 19 | -4 | -1.5 | 19 | 7 | 3
CCOc1ccc(/C(O)=C2/C(=O)C(=O)N(CC3CCCO3)C2c2cccs2)cc1 (stereo unspecified) | -0.4 | -1 | -11 | -20 | 43 | 1.0 | 15 | 7 | -1
Nc1ccc(Cc2ccccn2)cc1 | 0.2 | -5 | -3 | 24 | -1 | 1.3 | 6 | 8 | -3
Cc1cc(C)cc(NC(=O)CN2CCCN(S(=O)(=O)c3ccc(Br)s3)CC2)c1 | 0.1 | 1 | -6 | 52 | 15 | 3.2 | 4 | -5 | 1
COc1ccc(Cn2cc([N+](=O)[O-])nc2C)cc1[N+](=O)[O-] | -0.2 | 2 | -22 | 4 | 7 | 1.7 | 8 | 5 | 0
COc1cccc(N=Cc2c(O)n(-c3cccc(C)n3)c(=O)c3ccccc23)c1 | -0.5 | 0 | -16 | -2 | 10 | -1.1 | 4 | -2 | -5
c1cnc(NC2C3CC4CC(C3)CC2C4)nc1 (stereo unspecified) | 1.6 | 2 | 1 | 11 | 21 | 2.2 | 12 | 27 | 10

Sorted by number of heavy atoms (smallest number first): some entries from above
SMILES | zVAD death inh | Wee1 stabilizer | TbHK1 inh | CHOP inhibitor | PPC-1+TRAIL kill | TNF death inh | EP2 antag | FXIIa inh 1536 | FXIa inh
O=C1c2ccncc2C(=O)N1CO | 0.8 | 4 | -1 | -2 | 12 | -0.2 | 14 | 15 | 6
C=CCC1(NCc2ccco2)CCN(CC)CC1 | -0.3 | -2 | 1 | -1 | 18 | 0.0 | 12 | 0 | -4
CS(=O)(=O)N1CCN(C(=O)COc2ccccc2)CC1 | -1.8 | 1 | -2 | 1 | -5 | 0.5 | 12 | 17 | -3
CCOc1ccc(/C(O)=C2/C(=O)C(=O)N(CC3CCCO3)C2c2cccs2)cc1 (stereo unspecified) | -0.4 | -1 | -11 | -20 | 43 | 1.0 | 15 | 7 | -1

Next structures:
SMILES | zVAD death inh | Wee1 stabilizer | TbHK1 inh | CHOP inhibitor | PPC-1+TRAIL kill | TNF death inh | EP2 antag | FXIIa inh 1536 | FXIa inh
O=C(Nc1nnc(C2CC2)s1)c1cccc(S(=O)(=O)N2CCc3ccccc32)c1 | -0.1 | 6 | 2 | 26 | 27 | 0.5 | 9 | 2 | -9
CCOC(=O)N1CCC(NCCNC(=O)c2cccs2)CC1 | -0.8 | -2 | 2 | -2 | 26 | -0.7 | 6&7 | 11 | 4
COc1cccc(CN2CCCC(C(=O)c3ccc4c(c3)OCO4)C2)c1OC (stereo unspecified) | -0.6 | 4 | -2 | 8 | 20 | 2.3 | 5 | 3 | -3
CN1CCCC1CCNC1C2CC3CC(C2)CC1C3 (stereo unspecified) | 1.1 | -2 | 2 | -18 | 16 | -3.4 | x | -4 | -11
C=CCn1c(NC(=O)c2ccc(Br)o2)c(C(=O)OCC)sc1=S | 0.6 | 0 | -19 | 30 | 21 | -2.6 | 8 | -6 | -11
C[C@]12CC[C@@H]3c4cc(O)c(O)cc4CC[C@H]3[C@@H]1CC[C@@H]2O | x | 1 | x | -104 | -4 | x | 23 | x | x
CCn1c(=O)c(=O)[nH]c2cc(C(=O)NC3CC3)ccc21 | -0.3 | 2 | 10 | -4 | 27 | 1.6 | 6 | 4 | -3
COc1ccc(OC)c(-n2c(=S)[nH]c3c(sc(=S)n3-c3ccccc3)c2=O)c1 | 1.4 | 0 | -18 | 13 | 21 | 0.2 | 8 | 9 | 2
Cc1ccccc1OCc1nnc2c3cnn(C)c3ncn12 | -1.5 | -2 | -8 | 21 | 0 | 1.2 | x | 8 | 6
Cc1[nH]c2ccccc2c1/C=N/NC(=O)Cc1cccs1 | 3.3 | -2 | -29 | 35 | 8 | -0.3 | 13 | 5 | -24
O=C(c1ccc(F)cc1)C1CCN(C(=O)c2ccncc2)CC1 | 0.7 | -1 | 10 | 14 | 2 | 1.0 | 7 | -7 | -7
Cc1nc2cncc(Br)c2n1C | -0.2 | 0 | 2 | 7 | 15 | 0.3 | 7 | 1 | -3

High-throughput results (PubChem BioAssay)
